From PubChem
Vif-A3G inh: qHTS for Inhibitors of Vif-A3G Interactions: qHTS; HeLa A3G-eYFP + Vif (tagged APOBEC3G with the HIV-1 protein that degrades it), YFP fluorescence, overnight; Potency, µM (series often up to 46.1 µM), without a hit: at the top dose activity, negative = active, usual class: inhibitors; 410,000 tested, 0.076% active; AID 602310, 2012;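 also: % is scaled to controls: 0 for no effect and ±100 for the full control effect; nearly all actives have a fitted effect of over 60% in size; hits raise eYFP signal because A3G escapes Vif-driven loss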
Target sequence (Q9HC16 whole entry, looked up): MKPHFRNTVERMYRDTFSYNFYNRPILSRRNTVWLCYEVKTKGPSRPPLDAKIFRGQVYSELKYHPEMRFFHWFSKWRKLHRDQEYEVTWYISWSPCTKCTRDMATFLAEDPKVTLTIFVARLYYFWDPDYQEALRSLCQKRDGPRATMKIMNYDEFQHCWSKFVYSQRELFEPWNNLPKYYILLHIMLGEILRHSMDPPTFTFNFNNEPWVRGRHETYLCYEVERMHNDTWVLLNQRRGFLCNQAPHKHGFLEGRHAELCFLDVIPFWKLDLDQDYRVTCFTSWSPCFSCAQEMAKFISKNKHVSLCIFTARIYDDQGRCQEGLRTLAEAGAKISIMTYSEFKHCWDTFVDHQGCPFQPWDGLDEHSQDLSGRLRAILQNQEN
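Read-out is eYFP fluorescence (Ex 488/Em 500-530) from Vif-expressing HeLa A3G-eYFP cells; more signal means A3G escaped Vif-mediated degradation. Cells plated overnight, compound pinned in, incubated overnight at 37 deg C.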
Vif-A3F inh: qHTS for Inhibitors of Vif-A3F Interactions: qHTS; HeLa A3F-eYFP + Vif (tagged APOBEC3F with the HIV-1 protein that degrades it), YFP fluorescence increase; AID 602313, 2012; 390,000 tested, 0.2% active; Potency, µM (highest dose often 46.1 µM), for the others: top-dose activity, negative = active; also: % of control where 0% means no effect; nearly all actives have a fitted effect of over 65% in size
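HeLa cells stably expressing Vif plus C-terminally eYFP-tagged A3F were seeded, incubated overnight at 37 deg C, dosed with compound, incubated overnight again at 37 deg C. Yellow fluorescence (Ex 488/Em 500-530) reported blocked Vif-mediated A3F-eYFP degradation.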
Glioma ERSR ind: qHTS for Inducers of the Endoplasmic Reticulum Stress Response (ERSR) in Human Glioma: qHTS. U87-MG GRP78 promoter luciferase reporter, 16 h. AID 602332, 2012. Potency, µM, for inactives: at the highest dose activation, usual class: activators. 420,000 tested, 0.02% active; also: series mostly up to about 76 µM; % of control where 0% means no effect; nearly all actives have a fitted effect of over 35% in size
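Stably transfected U87-MG glioma cells carrying a GRP78-based luciferase sensor; 16 h compound incubation. Luminescence end-point read 10 min after Bright-Glo addition at room temperature.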
Numbers without * were called inactive; ? = inconclusive; & = joins results of further samples. Calls follow the shape of the dose curve; as a rule, active = well fitted curve in the direction sought with a large enough effect; inconclusive = small, poorly fitted or top-dose-only effect, or another doubt; inactive = no such curve, though single readings can be large; an effect the other way counts as inactive or inconclusive. Potency is read from the fitted curve at half-maximal effect. Only part of the results is shown, so the mix of outcomes need not match the whole.

SMILES | Vif-A3G inh | Vif-A3F inh | Glioma ERSR ind
Cc1ccc(Cn2c(C(CO)Nc3nc(-c4ccc(F)cc4)cs3)nc3ccccc32)cc1 (stereo unspecified) | 1% | -8% | -2%
COc1cccc(-c2sc3ccc(OC)cc3c2-c2ccc(OCCN3CCCC3)cc2)c1 | -12% | -26% | -1%
CCCCNc1c(-c2ccc(OC)c(SC3CCCCC3)c2)nc2ccc(Cl)cn12 | 2% | ? | -2%
CCN1C[C@@H]2[C@@H]3C(=O)N(Cc4ccccc4)C(=O)[C@@H]3[C@](Cc3ccccc3)(C1=O)N2C(=O)c1ccc(Cl)c(Cl)c1 | -6% | -8% | -5%
C=CC[C@@H](CC(=O)N(CCO)Cc1ccccc1)C(=O)NCCOC(=O)[C@H](CC=C)CC(=O)OC(C)(C)C | 4% | 1% | -2%
C=CC[C@@H](CC(=O)N[C@@H](CO)Cc1ccccc1)C(=O)N[C@H](COC(=O)[C@@H](CC=C)CC(=O)OC(C)(C)C)Cc1ccccc1 | -8% | ? | 4%
CON(C)C(=O)C[C@@H]1C[C@H](OC(=O)c2ccc([N+](=O)[O-])cc2)CN1C(=O)OC(C)(C)C | 1% | 0% | -5%
O=C(Nc1ccc2nc3n(c(=O)c2c1)CCCC3)c1ccc(Cl)nc1 | -3% | -1% | 0%
COc1cccc2sc3cc(NCc4ccc5c(c4)OCO5)ccc3c(=O)c12 | 1% | 3% | 6%
CCN1C(=O)[C@@H]2[C@@H](c3ccc(-c4ccccc4)cc3)N3CCC[C@@]3(C(=O)OC)[C@@H]2C1=O | 2% | 6% | 0%
O=C(Nc1ccccc1)C1=C[C@@H](c2ccc3c(c2)OCO3)C[C@@H](OCCCCO)O1 | -1% | 0% | 1%
CC(O)CC(=O)NOCc1ccccc1 (stereo unspecified) | -2% | 0% | -2%
COc1ccc(-c2cc(CCC(=O)N3CCN(c4cc(C)ccc4C)CC3)[nH]n2)cc1 | 1% | 4% | -5%
COc1ccc(S(=O)(=O)N(C)C[C@H]2Oc3c(NC(=O)NC4CCCCC4)cccc3C(=O)N([C@H](C)CO)C[C@@H]2C)cc1 | 1% | 4% | -6%
O=Cc1ccc([B-](F)(F)F)s1 | -3% | -2% | -2%
Cc1noc(C)c1NC(=O)N(C)C[C@H]1Oc2ccc(NC(=O)CCN3CCOCC3)cc2C(=O)N([C@H](C)CO)C[C@@H]1C | 0% | 0% | -4%
CC[C@@]1(C(=O)OC)N[C@H](CN(C)C(=O)c2ccccc2)[C@@H]2C(=O)N(C)C(=O)[C@@H]21 | 3% | 5% | -3%
O=C(C[C@H]1C/C=C\CC[C@H](Cc2ccc(F)cc2)C(=O)O[C@@H](c2ccccc2)CNC1=O)N[C@@H](CO)Cc1ccccc1 | -30% | -12% | 7%
CCNC(=O)N(CC)C[C@H]1N[C@@](Cc2ccccc2)(C(=O)OC)[C@H]2C(=O)N(C)C(=O)[C@@H]12 | -1% | -5% | -2%
CC(C)NC(=O)N(C)C[C@H]1Oc2ccc(NC(=O)c3ccncc3)cc2C(=O)N([C@H](C)CO)C[C@@H]1C | 3% | -14% | -6%
CC(C)(O)c1cc2ccc(C#CCCN3C(=O)c4ccccc4C3=O)cc2c(=O)o1 | 1% | 7% | -4%
CN(C)CCCNC(=O)CC1C[C@H](C(=O)N2CCOCC2)[C@@]2(CCC3CCCC3)c3[nH]c4ccccc4c3CCN2C1=O (stereo partly specified) | -2% | 7% | 0%
C[C@@H]1CN([C@H](C)CO)C(=O)c2cc(NC(=O)Nc3ccc(C(F)(F)F)cc3)ccc2O[C@H]1CN(C)S(=O)(=O)c1cccs1 | 0% | -2% | -2%
O=C1OC[C@H]2CCCN2C(=O)[C@@H](CC(=O)N(CCO)Cc2ccccc2)C/C=C\C[C@H]1Cc1ccc(F)cc1 | 2% | -3% | -2%
CC#CCN1c2ccccc2[C@]23C[C@@H](C(=O)OC)N(C(=O)c4ccc(Br)cc4)C2=NC(C(=O)OC)=C(C(=O)OC)[C@H]13 | -8% | -6% | -4%

Entries listed so far that have sulfur:
SMILES | Vif-A3G inh | Vif-A3F inh | Glioma ERSR ind
Cc1ccc(Cn2c(C(CO)Nc3nc(-c4ccc(F)cc4)cs3)nc3ccccc32)cc1 (stereo unspecified) | 1% | -8% | -2%
COc1cccc(-c2sc3ccc(OC)cc3c2-c2ccc(OCCN3CCCC3)cc2)c1 | -12% | -26% | -1%
CCCCNc1c(-c2ccc(OC)c(SC3CCCCC3)c2)nc2ccc(Cl)cn12 | 2% | ? | -2%
COc1cccc2sc3cc(NCc4ccc5c(c4)OCO5)ccc3c(=O)c12 | 1% | 3% | 6%
COc1ccc(S(=O)(=O)N(C)C[C@H]2Oc3c(NC(=O)NC4CCCCC4)cccc3C(=O)N([C@H](C)CO)C[C@@H]2C)cc1 | 1% | 4% | -6%
O=Cc1ccc([B-](F)(F)F)s1 | -3% | -2% | -2%
C[C@@H]1CN([C@H](C)CO)C(=O)c2cc(NC(=O)Nc3ccc(C(F)(F)F)cc3)ccc2O[C@H]1CN(C)S(=O)(=O)c1cccs1 | 0% | -2% | -2%

Additional records:
SMILES | Vif-A3G inh | Vif-A3F inh | Glioma ERSR ind
COc1ccc(C2CC(=O)c3c(O)cc(O)cc3O2)c(CC=C(C)C)c1OC (stereo unspecified) | 0% | 8% | -10%
COc1ccc(CN2C[C@]3(CO)O[C@@H](CO)C[C@@H]3S2(=O)=O)cc1 | -2% | 6% | -1%
COc1ccc(C2=CN(Cc3ccccc3)CCC2=O)cc1 | -2% | 3% | -3%
O=[N+]([O-])c1ccc(COc2cccc(CN3CCCC3)c2)cc1 | 0% | -2% | 0%
O=C(C[C@H]1C[C@H](C(=O)N2CCCCC2)[C@@]2(CCc3ccccc3)c3[nH]c4ccc(Cl)cc4c3CCN2C1=O)NCc1ccco1 | -4% | -11% | 5%
Cc1ccc2c(c1)[C@H]1[C@H](CO2)[C@H](c2ccccc2)[C@]2(C)C(=O)N(Cc3ccc(F)cc3)CC(=O)N12 | 3% | ? | 10%
COc1ccc2[nH]c3c(c2c1)CCN1C(=O)C(CC(=O)NCCC2=CCCCC2)C[C@H](C(=O)N2CCOCC2)[C@@]31C (stereo partly specified) | -1% | -9% | -2%
C[C@@H]1CC[C@]2(O[C@H](CCO)C[C@@H](O)[C@@H]2O)O1 | 1% | -12% | 0%
CN1OC[C@@H]2CN[C@H](c3cccc(-c4cc(Cl)cc(Cl)c4)c3)C[C@@H]21 | -1% | 6% | -1%
Cc1ccccc1C(=O)O[C@H]1[C@H](Cc2ccccc2)NS(=O)(=O)[C@H]2CC3C=C[C@]12O3 | -12%&-6% | -2% | -5%&-1%
Cc1cccc(CN2CCN(CC(=O)NCc3ccc(F)cc3)C2=O)c1 | 3% | 0% | -5%
C[C@@H]1CN([C@H](C)CO)C(=O)Cc2cc(NS(=O)(=O)c3ccc(Cl)cc3)ccc2O[C@H]1CN(C)Cc1ccc(C(F)(F)F)cc1 | -10% | -2% | -6%
O=C(COC(=O)c1ccc(Br)o1)NCc1ccco1 | 1% | 1% | -2%
COc1cc(OC)cc(-c2c(C#Cc3ccsc3)c3cc(-c4ccc(OC)cc4F)ccc3n2C)c1 | 1% | 4% | -1%
Cc1ccccc1-c1cccc([C@@H]2C[C@H]3[C@H](CON3C)CN2Cc2ccccc2)c1 | 3% | ? | -3%
CC[C@]12C(=O)N(C)C[C@H]([C@@H]3C(=O)N(Cc4ccccc4)C(=O)[C@@H]31)N2C(=O)c1ccc(C(C)(C)C)cc1 | 1% | 2% | -3%
CCC(CO)Oc1cc(NCc2ccccc2)c2ncn(C(C)C)c2c1 (stereo unspecified) | -12% | -9% | -4%
CC1(C)c2[nH]c3ccccc3c2C[C@@H]2C(=O)N(c3cc(F)ccc3F)C(=O)N21 | 0% | 0% | -1%
O=C(OCc1ccccc1)N1CCC2CC1c1c(Cl)cccc12 (stereo unspecified) | -14% | -8% | 1%
Cc1noc(C)c1NC(=O)Nc1ccc2c(c1)CC(=O)N([C@H](C)CO)C[C@@H](C)[C@H](CN(C)CC1CCCCC1)O2 | -1% | 8% | -3%
Cc1noc(C)c1S(=O)(=O)N(C)C[C@H]1Oc2ccc(NC(=O)NC(C)C)cc2C(=O)N([C@H](C)CO)C[C@@H]1C | -3% | 5% | -2%
COc1ccc(CN2C(=O)C(C)Nc3ncnc(N4CCN(c5ccccc5)CC4)c32)cc1 (stereo unspecified) | -10%&-5% | -3% | -3%&-3%
CCOC(=O)C1=C(C)N(C[C@@H]2CC[C@@H](Cc3ccc(-c4ccccc4)cc3)O2)C(=O)NC1C1CC1 (stereo partly specified) | -4% | 2% | -2%
CCN1C[C@@H]2[C@@H]3C(=O)N(Cc4ccccc4)C(=O)[C@@H]3[C@](CC)(C1=O)N2C(=O)c1ccccc1 | 0% | -1% | -4%
CCOC(=O)C1=C(COc2ccccc2)NC(=O)NC1c1ccc2ccccc2c1 (stereo unspecified) | -17% | -22% | 9%
Additional entries:
SMILES | Vif-A3G inh | Vif-A3F inh | Glioma ERSR ind
COc1cc2c(cc1OC)C(C(=O)NC1CC1)C1c3ccccc3CCN1C2=O (stereo unspecified) | 1% | -16% | -2%
Cc1noc(C)c1S(=O)(=O)N(C)C[C@H]1Oc2ccc(NC(=O)C3CCCCC3)cc2C(=O)N([C@H](C)CO)C[C@@H]1C | -3% | -2% | -4%
CC(C)(C)[C@H]1COC(=O)CC/C=C\C[C@@H](CC(=O)N[C@H](CO)Cc2ccccc2)C(=O)N1 | 0% | -10% | -3%
CCCCC[C@@H]1C=C(C(=O)O)[C@H](c2cccc(C)c2)N1S(=O)(=O)c1ccc(C)cc1 | -3% | -3% | -2%
COC(=O)C1N[C@@H]([C@@H](NC(=O)COc2ccccc2)C(=O)NC2CC2)SC1(C)C (stereo partly specified) | -1%&0% | 0% | -2%&-2%
CC(C)(C)OC(=O)N1CCC2(CC1)Oc1ccc(Cl)cc1C(=O)C21CC(c2ccc(Cl)cc2)=NO1 (stereo unspecified) | -1% | 1% | -6%
CC(C)(C)OC(=O)C[C@@H]1C/C=C\C[C@H](CC(=O)N(CCO)Cc2ccccc2)C(=O)NC[C@@H](c2ccccc2)OC1=O | -1% | 5% | 0%
Cc1ccc(CNC(=O)c2cc(-c3ccccc3)nn2CC2CC(c3cccnc3)=NO2)cc1 (stereo unspecified) | -5% | 2% | 0%
CCCCC[C@@H]1C=C(C(=O)O)[C@H](c2ccc3c(c2)OCO3)N1S(=O)(=O)c1ccc(C)cc1 | -3% | 4% | 1%
O=C(NCCc1nc(-c2ccccc2)no1)c1ccccc1 | 5% | -1% | 2%
